# ERG-DNA inh – inhibitors of human ERG Ets domain-DNA interaction | P11308 | fluorescence polarization, His-ERG Ets domain / labelled DNA | Potency, µM (highest dose often 76.9 µM), for the others: top-dose FP activity, negative = inhibition, hits mostly inhibitors | actives 0.028% (n = 370,000) | AID 624246; active = well fitted inhibition curve with a large enough effect in the polarisation, with a control signal flat; inconclusive = small, poorly fitted or top-dose-only effect, or effect the other way, or a change in a side signal; inactive = no such curve, though single readings can be large or run the other way; the % refers to the polarisation;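 note: polarization taken with two DNA probes labelled with fluorescein and Texas red; potency is the fitted concentration of half-maximal effect; % of control where 0% means no effect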
# Target sequence (P11308 whole entry, looked up, the tested form may be a part): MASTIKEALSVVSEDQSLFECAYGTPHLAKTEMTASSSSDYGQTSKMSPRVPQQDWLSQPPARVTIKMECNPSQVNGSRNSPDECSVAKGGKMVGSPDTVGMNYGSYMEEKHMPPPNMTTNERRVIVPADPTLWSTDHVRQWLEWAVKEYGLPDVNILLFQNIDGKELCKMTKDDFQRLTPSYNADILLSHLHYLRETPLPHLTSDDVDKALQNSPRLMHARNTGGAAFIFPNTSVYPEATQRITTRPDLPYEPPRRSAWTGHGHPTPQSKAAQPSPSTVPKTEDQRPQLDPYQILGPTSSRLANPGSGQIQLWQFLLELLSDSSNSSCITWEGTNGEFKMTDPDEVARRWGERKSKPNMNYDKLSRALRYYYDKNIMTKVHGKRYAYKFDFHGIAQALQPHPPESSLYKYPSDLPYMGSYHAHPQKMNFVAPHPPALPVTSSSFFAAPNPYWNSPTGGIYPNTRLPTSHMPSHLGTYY
#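 His-tagged ERG Ets domain (1 uM in the protein solution; 300mM KCl, 50mM Tris-HCl, 1mM EDTA, 1mM DTT, pH 7.5) received compound, then a probe mix of 5 nM fluorescein-DNA and 100nM Texas-615-DNA. Fluorescence polarization was read for both dyes.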
# Pol kappa inh – blocks human DNA polymerase kappa activity; purified Pol kappa, fluorescent DNA synthesis assay, 10 min; AID 588579; actives 0.53% (n = 400,000); Potency, µM (titrated, usually from 107 µM), inactives show at the top dose activity, negative = inhibition, actives largely listed as inhibitors; note: potency is the fitted concentration of half-maximal effect; % is set by controls: 0 for no effect and ±100 for the full control effect
#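 10 nM Pol kappa was preincubated with compounds for 15 min at room temperature. Reaction started with 50 nM (final) substrate. Fluorescence read kinetically at 0 and 10 min.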
# Anesthetic bind – candidate novel general anesthetic via apoferritin binding; Potency, µM (series often up to 77.5 µM), for the others: at the top dose activity change, negative = displacement, hits mostly inhibitors; actives 0.074% (n = 350,000); P02791; apoferritin/1-aminoanthracene competitive binding, fluorescence; note: potency is the fitted concentration of half-maximal effect; % is set by controls: 0 for no effect and ±100 for the full control effect; nearly all actives have a fitted effect of over 20% in size
# Target sequence (P02791 2-175 limits assumed): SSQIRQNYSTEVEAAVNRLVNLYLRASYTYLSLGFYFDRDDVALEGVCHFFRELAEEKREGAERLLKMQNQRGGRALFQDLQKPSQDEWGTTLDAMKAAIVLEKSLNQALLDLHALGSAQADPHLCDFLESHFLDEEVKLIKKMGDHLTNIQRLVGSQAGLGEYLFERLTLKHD
#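 Steps: apoferritin (10 uM) was premixed with half-saturated 1-AMA in PBS, compounds were pin-transferred, plates stood 10 min at room temperature, fluorescence was read at 380/535 nm, and curves were fitted with a Hill equation.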
# APE1 inh – blocks human APE1 abasic DNA cleavage; P27695; recombinant APE1, TAMRA/BHQ-2 abasic DNA cleavage fluorescence; Potency, µM (titrated, usually from 65.8 µM), for inactives: at the top dose activity change, negative = inhibition, most hits filed as inhibitors; actives 0.35% (n = 350,000); AID 2517;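 note: potency is the fitted concentration of half-maximal effect; plate controls were vehicle for no effect and reference inhibitor for full effect; nearly all actives have a fitted effect of over 55% in size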
#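 Quantitative HTS: incision of a TAMRA/BHQ-2 double-stranded substrate bearing a tetrahydrofuran abasic site by 0.75 nM APE1 raises fluorescence. Substrate 50 nM final, added after 15 min compound preincubation at room temperature; progress as third-minus-first kinetic read difference.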
# ALOX12 inh – ALOX12 (human) lipoxygenase inhibition | Potency, µM (highest dose often 108 µM), for inactives: at the highest dose activity change, negative = inhibition, actives largely listed as inhibitors | P18054 | actives 1.1% (n = 580,000) | purified 12hLO, xylenol orange hydroperoxide absorbance; note: potency is the fitted concentration of half-maximal effect; % is set by controls: 0 for no effect and ±100 for the full control effect
#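 Purified human 12hLO (150 nM final) in 25 mM Hepes, 0.01% Triton X-100, pH 7.0 was preincubated 15 min at room temperature with compound. Then 40 uM arachidonic acid was added, 30 min. Hydroperoxide was read by Fe-XO absorbance ratio 573/405 nm.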
# Pol beta inh – inhibitors of human DNA polymerase beta. Pol beta primer extension/strand displacement, fluorescence kinetic. AID 485314. actives 1.3% (n = 340,000). Potency, µM (doses to about 114 µM), without a hit: at the highest dose activity change, negative = inhibition, most hits filed as inhibitors; note: potency is the fitted concentration of half-maximal effect; % is set by controls: 0 for no effect and ±100 for the full control effect
#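 Kinetic readout of DNA synthesis with strand displacement by Pol beta. Compound and 10 nM enzyme sit 15 min at room temperature; 50 nM substrate starts the reaction, read immediately and at 10 min.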
# POLH inh – DNA polymerase eta (human) inhibition; recombinant Pol eta, fluorescent DNA replication assay; Potency, µM (highest dose often 114 µM), for inactives: top-dose activity change, negative = inhibition, usual class: inhibitors; actives 1.2% (n = 390,000); AID 588591; note: potency is the fitted concentration of half-maximal effect; % is set by controls: 0 for no effect and ±100 for the full control effect
#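 Fluorescent replication assay: 50 nM final substrate added after a 15 min room-temperature compound preincubation with 10 nM enzyme. Signal taken at 0 min and again at 10 min.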
# LDHA block – LDHA (human) enzyme inhibition | actives 0.15% (n = 480,000) | AID 1347041 | purified LDHA, NADH/diaphorase-resazurin fluorescence; active compounds read low | P00338 | activity change, % (values are at about 110 or 230 µM); in the data active = activity change below about -30%; inconclusive = mostly about -25% to -30%;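 note: plate controls were DMSO wells for no effect and wells without enzyme for full effect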
#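 Human LDH5 at 2 nM final in Tris HCl pH 7.4 with 0.06 mM NADH and 0.2 mM pyruvate, reacted 5 minutes at room temperature. Remaining NADH coupled via diaphorase/resazurin; resorufin fluorescence read at 0 and 20 minutes, normalized to enzyme-free and DMSO wells.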
# RGS4 inhibitor – human RGS4 inhibition | P49798 | Transcreener GDP fluorescence polarization, RGS4-accelerated GTP hydrolysis | Potency, µM (doses to about 114 µM), inactives show top-dose activity change, negative = inhibition, most hits filed as inhibitors | actives 0.039% (n = 390,000); note: potency is the fitted concentration of half-maximal effect; % is set by controls: 0 for no effect and ±100 for the full control effect; nearly all actives have a fitted effect of over 75% in size; some results filed as inactive show a strong effect at the top dose
# Target sequence (P49798 whole entry, looked up): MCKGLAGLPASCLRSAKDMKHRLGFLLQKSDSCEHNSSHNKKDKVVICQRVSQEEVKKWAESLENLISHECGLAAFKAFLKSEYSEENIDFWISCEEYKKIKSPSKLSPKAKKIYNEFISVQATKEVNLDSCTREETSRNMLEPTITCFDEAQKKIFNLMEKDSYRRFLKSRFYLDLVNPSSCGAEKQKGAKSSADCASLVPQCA
#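 MLSMR compounds (23 nl, pin-transferred) preincubated 10 min at room temperature with a 500nM (2x) first reagent, then RGS4 at 900nM (2x) plus Transcreener GDP mix added; fluorescence polarization (620/688 nm) read before and after 90 min at 30 °C.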
# Active calls of the source: *; ? = inconclusive; . = no result given; & = joins results of further samples; [ ] = another dose, or the depositor's remark. Unless noted, calls come from the whole dose curve; as a rule, active = well fitted curve in the direction sought with a large enough effect; inconclusive = small, poorly fitted or top-dose-only effect, or another doubt; inactive = no such curve, though single readings can be large; an effect the other way counts as inactive or inconclusive. Only part of the results is shown; rates above refer to the full screens.
SMILES,ERG-DNA inh,Pol kappa inh,Anesthetic bind,APE1 inh,ALOX12 inh,Pol beta inh,POLH inh,LDHA block,RGS4 inhibitor
CCCCCn1c(=O)[nH]c2cc(C(=O)NCCc3ccc(OC)c(OC)c3)ccc2c1=O,2%,4%,-5%,0%,54%[activator],5%,-11%,-2,-1%
CC1(C)N=C(c2ccc(Cl)cc2Cl)C(=O)N1,4%,1%,-15%,2%,25%,7%,-2%,-9,-1%
O=C(COC(=O)c1ccccc1Cc1ccccc1)NC1CCS(=O)(=O)C1 (centres undefined),-3%,-22%,-3%,-5%,149%[activator],14%,-4%,-9,-7%
Cc1ccc(CNC(=O)C(=O)NCC2OCCN2S(=O)(=O)c2ccc(Cl)cc2)cc1 (centres undefined),-1%,1%,.,.,455%[activator],.,-18%,1,-5%
CCC1CCCCN1CCCNC(=O)CN1C(=O)CSc2ccc(S(=O)(=O)N3CCC(C)CC3)cc21 (centres undefined),-10%&0%,10%,?,52%,-1%&2%,-3%&7%,5%&-16%,-4&-1,28%&11%
CC1CCc2nc(/C(C#N)=C/c3cccnc3)sc2C1 (centres undefined),-6%,-10%,-4%,13%,-3%,7%,-20%,0,-15%
O=C(CN1C(=O)COc2ccc(S(=O)(=O)N3CCCCC3)cc21)NCc1ccccc1Cl,-1%&0%,-3%&-18%,-3%&-4%,11%,24%&1%,23%&11%,6%&-15%,-6&-3,26%[11.4 µM]
COCCCn1cnc2c(c1=O)c1nc3ccccc3nc1n2-c1ccccc1,-7%,-6%,21%,-2%,48%,1%,-3%,-5,43%
CCCCNc1nc(Oc2ccc(OCC)nn2)nc(N2CCOCC2)n1,8%,-11%,-3%,.,-10%,1%,.,-4,-4%
Cc1ccc(S(=O)(=O)Oc2ccccc2[N+](=O)[O-])cc1,25%,1%,.,.,6%,.,-22%,-2,-14%
C#CC[N+]1(CC#Cc2cccc(C)c2)CCCCC1,-10%,-4%,-7%,-4%,20%,-21%,-15%,-4,-18%
COC(=O)c1ccccc1NC(=O)c1noc2c1CCCC2,-10%,-12%,-10%,-3%,-22%,-16%,3%,0,1%
Cc1ccc(S(=O)(=O)N(CC(=O)N2CCc3ccccc3C2)c2ccc(Cl)c(Cl)c2)cc1,12%,-2%,14%,-3%,-2%,1%,-8%,-1,4%
N#CCC(=O)Nc1ccc(C(=O)NNC(=S)NC2CC2)cc1,-12%,-5%,.,-7%,-3%,.,5%,-8,-11%
Cc1ccc(-n2c(C)nc3c(cnn3-c3ccc(F)cc3)c2=O)cc1,-1%,-11%,-8%,-1%,-19%,10%,-14%,-1,-19%
O=C(COC(=O)Cc1ccc(S(=O)(=O)N2CCOCC2)s1)Nc1ccccc1Cl,8%,-5%,.,-12%,-18%,.,-7%,0,-1%
CN(C)/C=C(\C(=O)c1ccccc1)c1nnnn1-c1ccc(F)cc1,12%,-10%,-10%,4%,?,1%,-5%,-13,-17%
Cc1cc2c(cc1S(=O)(=O)NCc1ccc(F)cc1)OCCN2C,-2%,8%,-5%,.,?,29%,8%,4,-1%
O=C(Cn1c(=O)n(-c2ccc(F)c(Cl)c2)c(=O)c2sc3ccccc3c21)NC1CCCC1,-6%,1%,0%,.,-28%,-3%,-14%,3,-1%
COC1OC(COC(=O)CNC(=O)OC(C)(C)C)C(O)C(O)C1O (centres undefined),-1%,-6%,-2%,-1%,1%,-5%,-11%,2,14%
O=C(CNC1CC1)Nc1cc(C(F)(F)F)ccc1Cl,-4%,-14%,2%,-1%,-20%,-19%,-20%,?,5%
CCOC(=O)N1CCC(N(CCOC)C(=O)Nc2ccc(CC)cc2)CC1,.,-7%,-8%,-4%,8%,-1%,-9%,-1,-4%
C[C@H](Nc1ncnc2sc3c(c12)CCC3)C(=O)O,-4%,0%,-7%,-1%,?,-1%,-20%,5&-6,14%
CCOC(=O)c1[nH]c(C)c(C(=O)Nc2ccc3c(c2)OCCO3)c1C,-2%,-4%,-19%,-2%,20%,-3%,-11%,-3,-11%

# 3 compounds already listed, sorted by the number in RGS4 inhibitor, largest number first:
Molecule | RGS4 inhibitor
C[C@H](Nc1ncnc2sc3c(c12)CCC3)C(=O)O | 14%
CCOC(=O)N1CCC(N(CCOC)C(=O)Nc2ccc(CC)cc2)CC1 | -4%
Cc1ccc(-n2c(C)nc3c(cnn3-c3ccc(F)cc3)c2=O)cc1 | -19%

# New compounds follow:
SMILES,ERG-DNA inh,Pol kappa inh,Anesthetic bind,APE1 inh,ALOX12 inh,Pol beta inh,POLH inh,LDHA block,RGS4 inhibitor
Cc1ccc(-n2cc3c(c2-c2ccccc2Br)c(=O)n(C)c(=O)n3C)cc1N,5%,-1%,-13%,.,?,9%,-2%,-3,8%
CC(C)CNC(=O)c1ccc(Cl)c(Cl)c1,-21%,-4%,?,1%,-18%,6%,-9%,-2,17%
NC(=O)[C@@H]1CC2(CC(c3cccc(NC(=O)COc4ccc(Cl)cc4)c3)=NO2)CN1C(=O)COc1ccc(Cl)cc1 (some centres undefined),7%,1%,-2%,3%,-29%,?,-15%,1,-19%
Cc1cccc(NC(=O)Cn2cnc3c(oc4ccccc43)c2=O)c1,17%,6%,-4%,-4%,1%,0%,-4%,-8,18%
Cc1noc(C)c1NC(=O)Nc1cccc2c1O[C@H](CN(C)S(=O)(=O)c1ccc(F)cc1)[C@@H](C)CN([C@H](C)CO)C2=O,-4%,12%,.,12%,6%,.,0%,0,-9%
CCCCn1c(SCC(N)=O)nnc1-c1ccco1,-6%,-5%,-10%,2%,3%,5%,-15%,-1,-10%
CC(C)(CNC(=S)NCCc1ccccc1)CNC(=S)NCCc1ccccc1,-1%,-12%,-5%,-3%,20µM*,-2%,-17%,-10,-17%
Cc1ccc(C(=O)O/N=C/C2=C(Cl)c3ccccc3CC2)cc1,-3%,-8%,0%,-2%,0%,-18%,-15%,0,-12%
CC1CC(C)CN(C(=O)C(C)N2CCN(S(=O)(=O)c3ccc(C(F)(F)F)cc3)CC2)C1 (centres undefined),10%,-11%,.,.,-7%,.,-27%,-1,19%
CCOC(=O)CSc1nc(C)c2cc(OC)ccc2n1,6%,-6%,3%,0%,21%,-20%,1%,-3,-2%[11.4 µM]
O=c1oc2ccccc2c(Cl)c1CN1CCCCC1,-12%,-19%,-14%,9%,-11%,8%,-21%,-12,-14%
CCCCOc1ccc(/C(O)=C2/C(=O)C(=O)N(CCCOC)C2c2ccncc2)cc1C (centres undefined),.,-2%,?,-1%,-15%,50%,-13%,-2,4%
COc1cc(C(=O)Nc2ccccc2OCc2cc(=O)n3cc(C)sc3n2)cc(OC)c1OC,3%,0%,34%[activator],.,-12%,25%,-7%,0,-5%
Cc1ccnc(SCC(=O)Nc2sc3c(c2C#N)CCCC3)n1,-9%,-7%,?,-5%,0%,-1%,-15%,-1,5%
CC[C@]12c3[nH]c4ccc(OC)cc4c3CCN1C(=O)C(CC(=O)NCCN1CCOCC1)C[C@@H]2C(=O)N1CCN(C(=O)C2CC2)CC1 (some centres undefined),10%,-4%,.,3%,19%,.,5%,-5,16%
COc1ccc(CN(C)c2ccc(S(=O)(=O)N3CCN(C)CC3)cc2[N+](=O)[O-])cc1OC,4%,-6%,.,2%,?,.,5%,-2,7%
COC(=O)Cn1c(=NC(=O)c2ccc(Cl)s2)sc2cc(F)ccc21,-4%,-12%,12%,2%,-6%,-6%,-12%,-5,11%
Cc1ccc(S(=O)(=O)C2(C(=O)Nc3ccc(Cl)c(C(F)(F)F)c3)CC2)cc1,-3%,-1%,5%,.,?,-6%,-27%,6,11%
CCOc1ccccc1NC(=O)C1CC(=O)n2ncnc2N1 (centres undefined),-11%,-4%,-8%,4%,25%,-9%,-9%,-5,-29%
O=C(Nc1ccccc1)C1=C[C@H](c2coc3ccccc3c2=O)C[C@H](OCCCCO)O1,-7%,-7%,-7%,-1%,-8%,2%,-2%,-8,12%
O=[N+]([O-])c1ccc(Oc2ccc(-c3cnc4ccccc4n3)cc2[N+](=O)[O-])cc1,-4%,-11%,-13%,9%,-2%,28%,-14%,-12,5%
CCCN(CCC)C(C(=O)Nc1cccc(OC)c1)c1ccccc1 (centres undefined),3%,-5%,-20%,?,0%,1%,-22%,5,-3%
CC(C(=O)NC1=NCCS1)N1C(=O)c2ccccc2C1=O (centres undefined),-3%,1%,-9%,-1%,?,3%,-3%,9,5%
COc1ccc(SCC(=O)c2cc(C)c(OC(=S)N(C)C)c(C)c2)cc1,-1%,-2%,?,22%,-18%,8%,-11%,2,-37%
COc1ccc(C2(C)NC(=O)N(CC3CCCCC3)C2=O)cc1 (centres undefined),-8%,-15%,-16%,-1%,-9%,16%,-20%,1,7%
O=C(CSc1nc(O)c(C(c2ccccc2)c2ccccc2)c(=O)[nH]1)N1CCOCC1,-2%,7%,-4%,4%,-9%,5%,-13%,-4,27%
O=C(NCC1CCCO1)C(c1ccccn1)N(Cc1ccccc1Cl)C(=O)CN1C(=O)c2ccccc2S1(=O)=O (centres undefined),6%,-10%,-12%,-3%,7%,-18%,-22%,-6,1%
NC(=O)c1ccccc1NC(=O)c1ccc(-c2ccc(Br)cc2)o1,-1%,9%,-7%,.,3%,3%,5%,3,-15%
COCCNC(=O)/C(C#N)=C/c1ccccc1Br,1%,-1%,-7%,13%,-14%,74%[activator],6%,-8,?
COc1ccc(N2CC(C(=O)O)CC2=O)cc1 (centres undefined),0%,10%,-7%,-3%,2%,27%,8%,2,30%

# High-throughput results: PubChem BioAssay, National Center for Advancing Translational Sciences (NCATS)
